Source: PubChem BioAssay
AID inhibitor = blocks human AID cytidine deaminase activity; AID deamination FRET fluorescence, UDG-coupled, 4 h; AID 1347428; Potency, µM (titrated, usually from 115 µM), without a hit: at the top dose activity change, negative = inhibition, most hits filed as inhibitors; 91,000 tested, 0.32% active; Q9GZX7; further: nearly all actives have a fitted effect of over 25% in size
Target sequence (Q9GZX7 whole entry, looked up): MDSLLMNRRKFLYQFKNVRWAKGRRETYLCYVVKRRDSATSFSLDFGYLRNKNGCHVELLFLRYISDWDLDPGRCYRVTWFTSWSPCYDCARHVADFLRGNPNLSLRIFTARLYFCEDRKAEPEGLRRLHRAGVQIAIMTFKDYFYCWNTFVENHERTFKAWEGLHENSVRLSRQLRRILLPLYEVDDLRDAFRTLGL
UDG counterscr = counter-screen for AID inhibitors: uracil-DNA glycosylase inhibition. FRET deamination/UDG coupled assay, UDG read, 4 h. 91,000 tested, 0.14% active. AID 1347430. Potency, µM (doses to about 115 µM), for inactives: at the top dose activity change, negative = inhibition, actives largely listed as inhibitors; further: nearly all actives have a fitted effect of over 65% in size
The depositor's hits bear a star; u = inconclusive; [ ] = another dose, or the depositor's remark. The call rests on the fitted dose curve; in most records, active means well fitted curve in the direction sought with a large enough effect; inconclusive means small, poorly fitted or top-dose-only effect, or another doubt; inactive means no such curve, though single readings can be large; an effect the other way counts as inactive or inconclusive. On the % scale 0 is the no-effect control and ±100 the full control effect; potency means the concentration at half of the fitted maximal effect. Only part of the results is shown, so the mix of outcomes need not match the whole.

SMILES	AID inhibitor	UDG counterscr
COc1ccccc1N1CCN(S(=O)(=O)c2ccc(F)c(C(=O)Nc3ccc(C)c(F)c3)c2)CC1	-17.2%	-12.1%
Cc1cccc(-c2nnc3sc(NC(=O)c4ccccc4F)nn23)c1	-9.5%	-1.1%
COc1ccc(Cl)cc1N1CC(c2nc3ccccc3n2CC(=O)N(C(C)C)C(C)C)CC1=O (stereo not given)	-1.1%	-2.8%
COc1ccc(-c2cc(C(F)(F)F)n3nc(C(=O)Nc4sc5c(c4C(=O)OC(C)C)CCC(C)C5)cc3n2)cc1 (stereo not given)	3.5%	-25.5%
COc1ccc(Cl)cc1NC(=O)Nc1c[nH]c(=O)[nH]c1=O	57.6%[activator]	16.6%
O=C(Cn1c(=O)n(-c2ccccc2)c(=O)c2sc3ccccc3c21)N1CCCC1	8.8%	5.1%
COCCCNC(=O)Cn1c(=O)n(Cc2ccc(C(=O)NCc3ccc(C)cc3)cc2)c(=O)c2ccccc21	u	-1.7%
Brc1cccc(-c2cnn3c(-c4ccccc4)cc(-c4ccccc4)nc23)c1	17.4%	10.7%
COc1cc(OC)cc(C(=O)Nc2ccc(N3CCCC3)nc2)c1	-2.9%	-7.6%
COc1ccc(NC(=O)CN2C(=O)CC(c3ccco3)Sc3ccccc32)cc1OC (stereo not given)	-7.1%	-11.2%
Cc1ccc(C)c(NC(=O)c2csc3c2CCCCC3)c1	-4.0%	-8.1%
Nc1c(C(=O)Nc2cccc(F)c2)nnn1-c1cccc(C(F)(F)F)c1	0.4%	2.6%
CCN(CC)c1ccc(C2C(C(N)=O)=C(C)Nc3nc(SCc4ccccc4)nn32)cc1 (stereo not given)	25.9%	13.4%
COc1ccc(-c2nc3ccccc3o2)cc1NC(=O)c1ccc2c(c1)OCO2	-1.4%	-12.2%
CCOc1ccc(CNS(=O)(=O)c2ccc3c(c2)CC(C)N3C(C)=O)cc1OC (stereo not given)	4.2%	-5.2%[57.5 µM]
CCCCCC(=O)N/N=C(/C)c1cccc(NC(=O)c2ccc(Cl)cc2)c1	0.6%	-7.4%
Cc1ccccc1C(=O)N1CC(=O)Nc2ccc(Cl)cc2C1c1ccccc1 (stereo not given)	-12.6%	-4.5%
COc1ccccc1CNc1nc(-c2cc(C)n(C)c2C)cs1	50.8%[activator]	11.0%
CCN(Cc1ccccc1)c1sc(S(=O)(=O)CC)nc1S(=O)(=O)c1ccc(C)cc1	-11.6%	-18.5%
CCOc1cc(C#N)c(NC(=O)c2ccc(C(C)(C)C)cc2)cc1OCC	-5.6%	8.3%
CCC(C(=O)Nc1cc(OC)cc(OC)c1)n1nc(-c2ccc(C)c(C)c2)ccc1=O (stereo not given)	u	-18.6%
CCN1CCN(Cc2nc3cc(NC(=O)c4cc(OC)c(OC)c(OC)c4)ccc3n2CC)CC1	4.3%	3.2%
CN(C(=O)CSc1nc2ccc(NC(=O)c3ccco3)cc2s1)c1ccccc1	-16.0%	46.3%[activator]
O=C(CS(=O)(=O)c1ccc(N2CCCC2=O)cc1)N1CCOCC1	6.8%	12.9%
C/C(c1cccs1)=[N+](\[O-])C(C)/C(=N/O)c1cccs1 (stereo not given)	-10.0%	-0.8%
COC(=O)C1=CNC=C(C(=O)OC)C1c1ccc(C(F)(F)F)cc1	-0.4%	8.7%
CC(C)NCc1ccc(-c2ccc(C(C)O)cc2)o1 (stereo not given)	-0.7%	4.3%
O/N=C/c1cccs1	-1.7%	-6.5%
CC(=O)c1ccc(N2CCN(c3ncnc4c3c(-c3ccccc3)cn4-c3ccc(C)c(Cl)c3)CC2)cc1	9.9%	3.9%[57.5 µM]
N#CC(C(=O)Nc1ccccc1Cl)C(=O)c1ccccc1Cl (stereo not given)	-6.4%	-2.7%
Cc1ccc(/C=C/C(=O)NCC(C)(C)CNC(=O)/C=C/c2ccc(C)o2)o1	42.0%[activator]	0.4%
COc1ccc(N2CC(NC(=O)c3ccc(S(=O)(=O)N4CCCCC4)cc3)CC2=O)cc1 (stereo not given)	2.2%	-8.4%
O=C(Cn1ccc2ccccc21)NCc1ccc(Cl)cc1	-1.4%	0.4%
CCN(C(=O)C1CCC(CNS(=O)(=O)c2cccc3nsnc23)CC1)c1cccc(C)c1 (stereo not given)	4.2%[57.5 µM]	-3.7%[57.5 µM]
O=C(Cn1c(=O)n(-c2ccc(Cl)cc2)c(=O)c2c3c(sc21)CCC3)c1ccc(F)cc1	5.2%	-7.2%[57.5 µM]
COc1ccc(NC(=O)c2ccc3c(c2)c(C)c(C)n3Cc2ccc(F)cc2)cc1	11.6%	-20.2%

Full records, looked up by structure. Order of values: AID inhibitor, UDG counterscr
N#CC(C(=O)Nc1ccccc1Cl)C(=O)c1ccccc1Cl (stereo not given) is entered as -6.4%, -2.7%
Cc1ccc(/C=C/C(=O)NCC(C)(C)CNC(=O)/C=C/c2ccc(C)o2)o1 is entered as 42.0%[activator], 0.4%

(listing goes on)
SMILES	AID inhibitor	UDG counterscr
CC(=O)Nc1ccc(NC(=O)c2ccc3c(c2)NC(=O)c2ccccc2S3)cc1	-3.7%	0.0%
Cc1cccc(NC(=O)C2CCN(c3nnc(-n4c(C)ccc4C)s3)CC2)c1C	14.5%	-13.1%
Cc1cc(C)n(-c2nc3c(c(=O)n(Cc4c(F)cccc4Cl)c(=O)n3C)n2C(C)C)n1	-15.1%	-6.8%
O=C(COC(=O)CSc1ccc2ccccc2c1)Nc1ccccc1C(F)(F)F	-6.0%	-2.7%
COc1cc(OC)c(C2C=C(c3ccc(C)cc3)Nc3c(C(=O)Nc4ccccc4)cnn32)cc1OC (stereo not given)	23.1%	-5.8%
O=C1CCCc2[nH]c(=O)c(-c3nc(-c4cccc([N+](=O)[O-])c4)cs3)cc21	75.0%[activator]	-16.4%
Cc1csc(CNC(=O)c2cc(C)c(C)s2)n1	26.4%	-1.6%
CCCCS(=O)CC(O)CCl (stereo not given)	4.6%	-4.8%
N#Cc1nc(COc2cccc(Cl)c2)oc1N1CCCCCC1	-18.7%	-3.0%
CCOC(=O)COc1ccc([N+](=O)[O-])cc1-c1ccnc2cc(-c3ccc(C)cc3)nn12	-4.6%	-9.6%
CC(C)(C)NC(=S)NN	-5.7%	-8.6%
Cc1cc(C)c2oc(C(=O)NCCc3ccc(S(N)(=O)=O)cc3)cc(=O)c2c1	u	-14.3%[57.5 µM]
CC(c1cccs1)N(C)CC(O)COc1ccc(-c2ccccc2)cc1 (stereo not given)	-19.1%	-8.1%
COc1ccccc1CNC(=O)CN1C(=O)COc2ccc(S(=O)(=O)N3CCCCC3)cc21	2.4%	1.4%[57.5 µM]
Cc1cc(=O)[nH]c2nnc(SCc3ccccc3F)n12	1.1%	2.1%
COC(=O)c1ccc(C2C(C(C)=O)C(=O)CC(C)(O)C2C(C)=O)cc1 (stereo not given)	-6.0%	-4.7%
Cc1ccc(NC(=O)Cn2c(=O)n(CCC(C)C)c(=O)c3cccnc32)cc1C	9.8%	u
CSc1ccc(CCNC(=O)C(C)n2nc(C)c3c(C)n(-c4ccccc4)nc3c2=O)cc1 (stereo not given)	-27.1%	-15.9%
Cc1ccc(NC(=O)C2CCCN(S(=O)(=O)c3cccc4nsnc34)C2)cc1C (stereo not given)	11.3%	2.8%
COc1cccc(/C=C/c2nc(C#N)c(NCCN(C)C)o2)c1	7.1%	41.3%[activator]
O=C(NCc1cccc(Br)c1)c1ccc(-n2cnc3cccnc32)cc1	u	37.3%[activator]
Cc1ccc2nc(-c3ccccc3)cc(C(=O)NCC3CCCO3)c2c1 (stereo not given)	-17.4%	1.8%
CCc1ccc(CN(C(=O)c2nc(SC)ncc2Cl)C2CCS(=O)(=O)C2)cc1 (stereo not given)	u	u
FC(F)(F)c1cnc(SCc2csc(-c3ccccc3)n2)c(Cl)c1	-11.3%	-6.5%
COc1ccccc1NC(=O)CCNS(=O)(=O)c1ccc2c(c1)CCCC(=O)N2	20.0%	1.2%
O=C(CCNS(=O)(=O)c1ccc2c(c1)CCN2C(=O)C1CC1)Nc1ccc(Cl)cc1	14.9%	-1.0%
Cc1c(-c2ccccc2)oc2c(C(=O)OCC(=O)Nc3ccc(F)cc3F)cccc2c1=O	1.0%	0.8%
Cc1ccc2c(c1)N(C(=O)Nc1ccc(Br)cc1F)CC(C)O2 (stereo not given)	-0.9%	-1.0%
CCOc1ccc(-c2cn3c(n2)sc2cc(C(=O)NCCC4=CCCCC4)ccc23)cc1	-22.2%	2.3%
CCCN(Cc1ccccc1)C(=O)NCCC(=O)OCC	-1.0%	0.7%
Cc1ccc(S(=O)(=O)N2CCN(Cc3nc4ccc(C)cc4o3)CC2)c(C)c1	-2.3%	0.2%
COCC(=O)N1CCC2(CC1)OCCN2S(=O)(=O)c1c(C)cc(C)cc1C	-3.6%	-3.1%
O=C(COC(=O)c1ccccc1Sc1ccc(C(F)(F)F)cc1[N+](=O)[O-])NC12CC3CC(CC(C3)C1)C2	-1.5%	-5.8%
O=C(c1ccc2c(c1)N(Cc1ccccc1F)C(=O)c1ccccc1S2=O)N1CCN(c2ccccc2)CC1 (stereo not given)	u	-11.8%
COc1cc2ccccc2cc1C(=O)Nc1cccc2ncccc12	-6.9%	1.5%
COCCNC(=O)c1cc(-c2cccc(Cl)c2)on1	-21.8%	-7.3%
COc1cccc(C2C(C(N)=O)=C(C)Nc3ncnn32)c1 (stereo not given)	10.0%	-6.0%
COCCn1c(=O)c2c(nc(-n3nc(C)cc3C)n2CCCc2ccccc2)n(C)c1=O	-22.4%	1.0%
CCOC(=O)C(=O)NNC(=O)OC	-5.0%	-2.4%
Cc1cc(=O)n(Cc2c(F)cccc2Cl)c2c1c(C)nn2-c1cccc(F)c1	1.0%	7.4%
Cc1ccc(NC(=O)N2CCN(c3nnc(C)c4c(C)n(-c5ccccc5)nc34)CC2)cc1Cl	6.7%	4.4%
CCOc1ccc(CCNC(=O)C(C)n2nc(C)n3c(cc4occc43)c2=O)cc1OCC (stereo not given)	1.8%	16.0%
N#Cc1ccc(COC(=O)c2cccc3cccnc23)cc1	-4.4%	0.8%
COc1ccc(Cl)cc1NC(=O)C1CCN(c2nccnc2Oc2ccccc2C)CC1	-7.9%	89.1µM*
O=C(OCC(=O)C12CC3CC(CC(C3)C1)C2)c1ccc([N+](=O)[O-])cc1Cl	-9.7%	5.7%
CC1CCCN(S(=O)(=O)c2ccc3oc(=O)ccc3c2)C1 (stereo not given)	26.7%	13.2%
Cc1cc2c(cc3c(SCc4cccc(Cl)c4)nnc(C)n32)o1	u	0.0%
CCc1ccc2[nH]cc(S(=O)(=O)c3ccc(C(C)C)cc3)c(=O)c2c1	8.5%	12.6%
COCCCNCc1c2ccccc2c(Cl)c2ccccc12	-3.8%	-9.1%
CNC(=O)c1ccc2nc(Cc3ccccc3)oc2c1	10.3%	8.4%
Cc1noc(NC(=O)CSc2nccn2-c2cccc(C)c2C)n1	2.7%	-3.7%
O=C(Nc1ccc(Oc2ccccc2)cc1)C1CCN(S(=O)(=O)c2ccc(Cl)cc2)CC1	-20.6%	-7.7%
CS(=O)(=O)N1CCc2cc(C(=O)Nc3ccc(C(F)(F)F)cc3)ccc21	7.5%	4.1%
COc1cccc(C(=O)c2cn(CC(=O)NCc3ccccc3Cl)c3nc(C)ccc3c2=O)c1	8.7%	36.5%[activator]
Cc1ccc(CN2CCSc3ccc(C(=O)Nc4ccc(C)cc4)cc32)cc1	21.4%	-0.1%
CCCN(C(=O)c1cc2c(=O)[nH]c3ccc(C)cc3c2s1)c1ccc(CC)cc1	2.4%	u
CCn1c(-n2nc(C)cc2C)nc2c1c(=O)n(Cc1ccccc1Cl)c(=O)n2C	-13.8%	-6.0%
CSC(C)C(=O)N(C)Cc1sccc1C (stereo not given)	7.0%	10.5%
CCC(C)(C)NC(=O)/C=C/c1cc(OC)c(OC)c(OC)c1	11.2%	5.7%
CC1CCC(NC(=O)CCCc2ccccc2)CC1 (stereo not given)	-5.2%	-9.9%
(listing goes on)
SMILES	AID inhibitor	UDG counterscr
O=C(c1ccc2c(c1)N(Cc1cccc(Cl)c1)C(=O)c1ccccc1S2(=O)=O)N1CCCCCC1	-21.1%	1.1%[57.5 µM]
CC1CCCCN1CCNC(=O)c1ccc(Cn2c(SCc3ccccc3)nc3cccnc32)cc1 (stereo not given)	u	-14.4%
COc1ccc(-c2nnc(SCC(=O)N(C)C3CCCCC3)o2)cc1	-10.5%	-4.3%
CCCn1c(CSc2nnc(C3CC3)n2C2CC2)nc2cc(S(=O)(=O)N(C)C)ccc21	-13.3%	-11.2%
O=C(Cn1c(-c2ccccc2)cc2ccccc21)NCCC(=O)N1CCCC1	-0.1%	-8.5%
CCOC(=O)C1(C)C=C(Nc2ccc(C)cc2)C(=O)N1c1ccccc1 (stereo not given)	0.0%	-2.7%
O=C(O)CCc1ccc(S(=O)(=O)Nc2ccccc2C(=O)NCCc2ccccc2)cc1	1.4%	4.6%
CCc1ccc(NC(=O)[C@H](CSCc2ccccc2)N2Cc3ccccc3C2=O)cc1	-26.2%	-11.4%
O=C(CCc1cccnc1)NCCOc1cccc(F)c1	-0.7%	-1.8%
COC(=O)C1=CN(C(C)C)C=C(C(=O)OC)C1c1cccs1	-3.9%	0.3%
Cc1nc(SCC(=O)Nc2nsc(-c3ccc(C(C)(C)C)cc3)n2)c2c3c(sc2n1)CCCC3	u	-15.2%

Molecules above that contain bromine (3):
SMILES	AID inhibitor	UDG counterscr
Brc1cccc(-c2cnn3c(-c4ccccc4)cc(-c4ccccc4)nc23)c1	17.4%	10.7%
O=C(NCc1cccc(Br)c1)c1ccc(-n2cnc3cccnc32)cc1	u	37.3%[activator]
Cc1ccc2c(c1)N(C(=O)Nc1ccc(Br)cc1F)CC(C)O2 (stereo not given)	-0.9%	-1.0%
